Screening data as filed in PubChem BioAssay.
FBW7 activator = activators of human E3 ligase FBW7. 0.13% of 650,000 active. AlphaScreen FBW7–phospho-cyclin E peptide binding, activator screen. normalized activity (activation), % at 26.1 µM. AID 1259310; in the data active = normalized activity above about 1.9%;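 also: purified mutant Fbw7 with reduced substrate affinity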
GPR151 ag = activates the human receptor GPR151. AID 1508602. activation, % at 11.2 µM. PathHunter beta-arrestin GPR151 cells, luminescence. 1% of 650,000 active; in the data active = activation above about 4.9%;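 also: 0% = median of compound wells and 100% = cells with positive control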
Target sequence (Q8TDV0 whole entry, looked up): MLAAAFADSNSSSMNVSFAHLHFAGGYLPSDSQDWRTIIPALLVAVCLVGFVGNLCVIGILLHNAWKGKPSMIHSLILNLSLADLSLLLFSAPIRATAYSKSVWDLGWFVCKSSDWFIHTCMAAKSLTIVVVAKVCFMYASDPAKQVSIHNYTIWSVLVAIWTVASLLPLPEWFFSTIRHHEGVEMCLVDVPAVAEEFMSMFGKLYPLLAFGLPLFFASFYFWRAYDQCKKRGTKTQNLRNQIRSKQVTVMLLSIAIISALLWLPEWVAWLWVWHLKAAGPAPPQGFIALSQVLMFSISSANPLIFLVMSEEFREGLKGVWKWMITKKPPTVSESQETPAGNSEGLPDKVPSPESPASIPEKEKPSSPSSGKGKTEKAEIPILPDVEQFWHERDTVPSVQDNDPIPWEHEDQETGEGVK
MITF inh = human MITF inhibition, primary screen; O75030; AlphaScreen MITF homodimerization, bead proximity signal; 0.91% of 650,000 active; inhibition, % at 2.6 µM; in the data active = inhibition above about 50%;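 also: 0% = vehicle wells with protein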
Target sequence (O75030 whole entry, looked up): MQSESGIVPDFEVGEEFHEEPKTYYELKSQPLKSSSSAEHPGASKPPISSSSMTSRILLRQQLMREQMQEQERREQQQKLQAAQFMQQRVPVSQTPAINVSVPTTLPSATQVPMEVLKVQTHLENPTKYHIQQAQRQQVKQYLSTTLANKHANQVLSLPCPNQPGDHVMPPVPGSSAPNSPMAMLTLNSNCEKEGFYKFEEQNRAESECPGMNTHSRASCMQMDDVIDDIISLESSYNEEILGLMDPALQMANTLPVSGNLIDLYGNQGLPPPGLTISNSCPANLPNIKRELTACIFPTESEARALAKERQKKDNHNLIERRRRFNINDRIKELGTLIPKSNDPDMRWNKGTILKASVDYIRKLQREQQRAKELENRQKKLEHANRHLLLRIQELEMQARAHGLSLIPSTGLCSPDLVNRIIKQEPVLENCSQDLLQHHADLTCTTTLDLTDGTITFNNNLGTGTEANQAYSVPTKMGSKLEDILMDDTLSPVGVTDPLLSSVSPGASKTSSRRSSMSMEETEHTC
TEAD-YAP block = TEAD-YAP interaction inhibition; inhibition, % at 9.12 µM; HEK-TIYL cells, TEAD-Gal4/YAP UAS-luciferase luminescence; 1.4% of 640,000 active; AID 1259422; in the data active = inhibition above about 32%;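 also: 0% = median of test compound wells and 100% = reference inhibitor wells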
An asterisk follows results filed as active; & = joins results of further samples.

SMILES	FBW7 activator	GPR151 ag	MITF inh	TEAD-YAP block
COc1ccccc1S(=O)(=O)Cc1ccc(C(=O)NCCCN2CCOCC2)o1	0.1	0.2	3.8	-4.7
O=C(CNS(=O)(=O)c1cccc2nonc12)N1CCN(c2cccc(Cl)c2)CC1	0.1	-0.6	1.6	5.4
O=C1NC2(CCN(C(=O)C3CCCO3)CC2)Nc2ccccc21 (stereo unspecified)	-0.1	-0.1	6.8	3.3
COc1ccc(-c2csc(=Nc3ccccc3)n2CCO)cc1	-0.3	1.2	8.0	-25.6
CC(C)(C)NC(=O)Cn1c(=O)n(Cc2cccs2)c2ncccc21	-0.1	-0.5	12.3	3.0
CCCCNCCOc1cccc(OC)c1	0.3	1.6	-14.9	7.5
Cc1csc(NC(=O)CSc2nnc(COc3ccccc3)n2N)n1	-0.1	0.1	12.8	4.1
CCc1nc(-c2ccccc2O)n(-c2ccccc2)n1	0.1	1.4	11.7	-0.3
Cc1ccc(NC(=O)c2cc(S(=O)(=O)N(Cc3ccco3)CC3CCCO3)ccc2F)cc1Cl (stereo unspecified)	0.0	-3.5	6.5	6.1
COc1ccc(CC(=O)Nc2c3c(nn2-c2ccc(C)cc2C)CSC3)cc1	-0.2	0.2	4.2	-1.8
COc1ccc(/C=C2/N=C(c3ccccc3)NN(Cc3ccccc3)C2=O)cc1	-0.1	0.0	3.5	-3.1
C#CCn1c(=O)n(CC#C)c(=O)n(CC#C)c1=O	-0.1	0.6	-1.8	-6.3
Cc1nc2c(sc(=S)n2C)c(=O)[nH]1	0.1	0.0	11.4	-3.3
CC(=O)Oc1c([N+](=O)[O-])cc2c(c1C)CCCC2	-0.4	1.7	0.3	2.8
COc1ccc(S(=O)(=O)N(CC(=O)Nc2cccc(C(F)(F)F)c2)Cc2ccccc2)cc1	0.3	3.5	2.5	-1.7
Cc1ccsc1/C=N/NC(=O)c1ccc(Cl)cc1	-0.1	-2.0	16.9	-33.7
O=C(COc1ccc(F)cc1)Nc1nnc(C23CC4CC(CC(C4)C2)C3)s1	0.0	0.7	7.0	-1.8
Nc1ncnc2nc(SCc3ccc(Br)cc3)[nH]c12	0.2	0.7	-4.0	-8.6
Cc1sc2ncn(CC(=O)NCCCC(=O)NCCN3CCCC3)c(=O)c2c1C	0.0	0.2	23.5	-3.4
Cc1cccc(N(C(=O)c2ccccc2F)C2C=CS(=O)(=O)C2)c1 (stereo unspecified)	0.3	-1.3	8.1	4.4
CCOC(=O)CSc1c(C)[nH]c2ccccc12	0.1	-0.5	16.4	-3.9
CC(=O)NC(CCCCNC(=S)Nc1ccccc1)C(=O)O (stereo unspecified)	0.2	-0.2	12.2	5.8
Cc1sc(NC(C)(C)C)nc1-c1ccc2c(c1)CCN2C(=O)C1CC1	-0.1	-0.1	4.1	7.6
CC(=O)NC(C(=O)N1CCN(c2cccc(C)c2C)CC1)C(C)C (stereo unspecified)	-0.1	-0.6	-4.7	6.3
Cc1cc(C)c2cc(C#N)c(SCC(=O)Nc3c[nH]c(=O)[nH]c3=O)nc2c1	-0.2	-0.6	6.7	8.0
Remaining list, next part.
SMILES	FBW7 activator	GPR151 ag	MITF inh	TEAD-YAP block
CCOC(=O)CSc1nnc(-c2c[nH]c3ccccc23)n1CCOC	1.0	0.1	11.0	5.6
CCCc1cc(-c2nc(N)ncc2-c2csc(C)n2)c(O)cc1OC	0.0	2.9	5.3	-15.6
COc1ccc(-c2cc(C(F)(F)F)n3nc(C(=O)N(C)CCc4ccccn4)c(Cl)c3n2)cc1OC	0.5	2.0	7.0	-3.5
CN(c1cccc(NC(=O)Nc2ccc(Cl)cc2)c1)S(C)(=O)=O	0.2	0.3	-0.5	13.9
CCCCOC(=O)c1ccc(Nc2nc3cc(C)ccc3nc2NS(=O)(=O)c2ccc(Cl)cc2)cc1	0.7	-1.3	6.7	-5.2
O=C(Oc1c(C(=O)Nc2ccc(Cl)c([N+](=O)[O-])c2)ccc2ccccc12)c1ccccc1	0.0	-2.4	9.0	-7.3
O=C1CC(c2ccco2)CC2=C1C(c1cccnc1)n1ncnc1N2 (stereo unspecified)	0.0	0.4	8.6	8.3
CC(=O)Oc1ccc2c(c1)C(C)=CC(C)(C)N2	-1.6	0.1	-10.8	-6.5
Cc1cccc(CN2CCc3nnc(C(CC(C)C)NC(=O)c4ccco4)n3CC2)n1 (stereo unspecified)	-0.3	-0.7	-3.2	4.3
c1cnc2c(-c3cnc4ccc(NCC5CC5)nn34)cccc2c1	1.6	0.1	-2.0	-5.5
COc1cc2c(cc1NC(=O)CCCN1C(=O)c3ccccc3C1=O)oc1ccccc12	-0.2	3.0	15.8	-3.5
c1ccc2c(CNCC3CCCO3)cccc2c1 (stereo unspecified)	-0.2	3.1	9.9	-12.9
COc1cc2cc(C)c(SCCN(C)C)nc2cc1OC	0.1	0.4	6.3	9.0
CCc1c(C)sc(NC(=O)c2noc(C(C)C)c2[N+](=O)[O-])c1C#N	-0.2	0.5	3.4	12.0
COc1ccc(C(=O)/C=C/c2ccc(OC)c(OC)c2)c(OC)c1	-0.1	-1.5	3.2	-10.9
COc1ccc(CN2CCN(Cc3cc(OC)c4c(c3)OCO4)CC2)c(OC)c1	0.3	-1.8	29.7	17.2
COc1cc(/C=N\Nc2nncn2N)ccc1OC(C)=O	-0.4	-0.8	-11.8	1.6
Cc1ccc2c(c1)N(Cc1ccccc1)C(=O)C(C)S2 (stereo unspecified)	0.3	-0.3	19.2	9.0
CCc1ccc(NC(=O)Cn2c(=O)n(C(C)C)c(=O)c3oc4ccccc4c32)cc1	0.6	-1.3	3.4	11.2
COc1cc([N+](=O)[O-])cc(/C=N/NC(=O)c2cc(-c3ccccc3)n[nH]2)c1O	0.2	-0.3	21.7	1.8
Cc1ccc(NC(=O)CSc2nc3ccccc3c(=O)n2CCCC(=O)NCc2ccccc2Cl)cc1	0.2	0.4	11.6	8.9
O=C1/C(=C/c2ccccn2)SC(=S)N1Cc1ccc2c(c1)OCO2	-0.2	-1.7	-10.9	2.3
O=C1C(Cl)=C(NCCc2ccc(Cl)cc2)C(=O)c2ccccc21	0.2	-1.2	10.2	-4.1
C=CC[C@@H]1CC=C[C@@H](C)N1C(=O)c1ccc(OC)c(OC2CCN(C(C)C)CC2)c1	0.3	-1.5	12.6	-0.6
Cc1cc(C)c(S(=O)(=O)N2CCNC(=O)CC2)c(C)c1	0.2	0.9	-3.0	1.1

Grouped by structure: those above with a tert-butyl group
SMILES	FBW7 activator	GPR151 ag	MITF inh	TEAD-YAP block
CC(C)(C)NC(=O)Cn1c(=O)n(Cc2cccs2)c2ncccc21	-0.1	-0.5	12.3	3.0
Cc1sc(NC(C)(C)C)nc1-c1ccc2c(c1)CCN2C(=O)C1CC1	-0.1	-0.1	4.1	7.6

Later entries
SMILES	FBW7 activator	GPR151 ag	MITF inh	TEAD-YAP block
COc1ccc(NC(=O)/C(C#N)=C/c2cc(C)n(-c3ccc(C(C)=O)cc3)c2C)cc1	-0.2	0.5	-13.8	-19.3
O=C(O)CC(NS(=O)(=O)Cc1ccccc1)c1ccc(F)cc1 (stereo unspecified)	0.1	1.1	16.8	10.8
CCOc1ccc(NC(=O)CN2CCN(S(=O)(=O)c3cc(Cl)ccc3OC)CC2)cc1	0.1	1.6	2.5	17.8
COc1ccc(CCC(=O)OCC(N)=O)cc1	0.2	-0.1	-5.3	-4.5
COCCNc1ncc(-c2cc3ccccc3s2)cn1	0.5	-0.2	16.7	-65.2
CNc1c(N)c(=O)oc2ccccc12	0.2	-0.2	9.3	-27.3
CCCCNS(=O)(=O)c1ccc2oc(C(=O)O)c(C)c2c1	0.6	1.9	-0.9	1.8
C#CCN(Cc1ccco1)C(=O)CC1(c2cccc(OC)c2)CC(=O)N(C2CCCC2)C1=O (stereo unspecified)	-0.1	2.2	11.4	-5.5
NC(=O)c1ccccc1OCC(=O)Nc1cccc(I)c1	0.1	-1.0	9.4	-72.6
COCCN(C(=O)c1ccccc1OC)c1nnc(C)s1	0.0	-0.2	-9.8	5.7
COc1cc2nc(Nc3nccc4ccccc34)nc(Nc3cc(OC)c(OC)c(OC)c3)c2cc1OC	-0.1	0.3	14.2	0.4
CC(C)n1cnc2c(NC3CC3)nc(Nc3ccc4ncccc4c3)nc21	-0.1	2.2	4.9	-0.3
O=C(CSc1nc2nc[nH]c2c(=O)[nH]1)c1ccc2c(c1)OCCO2	-0.2	0.2	2.6	11.2
C#CCN1C(=O)C2(C(C#N)=C(N)OC3=C2C(=O)CC(C)(C)C3)c2ccccc21 (stereo unspecified)	0.0	-0.3	7.1	6.0
O=C(Nc1ccc(Br)c(Cl)c1)c1ccccc1[N+](=O)[O-]	0.0	0.4	9.4	-12.8
O=C(O)CCCC(=O)Nc1cccc(C(=O)O)c1	0.0	-3.5	2.9	2.0
CCOC(=O)N1CCN(C(=O)c2sc3ncn(C)c(=O)c3c2C)CC1	0.0	0.0	11.7	-1.2
C=C(C)CNC(=O)CC1(c2ccccc2)CC(=O)N(CCCOC)C1=O (stereo unspecified)	0.2	0.4	-4.5	-68.1
COC(=O)C1=C(C)OC(N)=C(C#N)C1c1ccc(Cl)cc1 (stereo unspecified)	-0.2	0.0	6.2	1.1
O=C(O)CCCC(=O)N1N=C(c2ccccc2)CC1c1cc2cc3c(cc2nc1Cl)OCCO3 (stereo unspecified)	0.3	0.2	13.5	2.0
COCC(=O)NNC(=O)Nc1ccccc1C(F)(F)F	0.0	-0.8	5.3	0.6
O=C(/C=N/Nc1cccc(O)c1)c1ccco1	0.1	-2.5	-12.0	22.2
CCOC(=O)c1ccc2c(=O)n(-c3ccccc3)c(=S)[nH]c2c1	0.1	-0.1	7.9	2.6
Cc1ccc(NC(=O)CSC2=NC(N)=C(C#N)C3(CCCCC3)C2C(N)=O)cc1C (stereo unspecified)	0.1	-1.6	-1.8	6.3
O=C(NCc1ccncc1)C(=O)NCC1OCCN1S(=O)(=O)c1ccccc1 (stereo unspecified)	0.0	-0.2	-2.5	0.3
Later entries.
SMILES	FBW7 activator	GPR151 ag	MITF inh	TEAD-YAP block
CCOc1ccccc1NC(=O)c1cc(S(=O)(=O)N2CCN(Cc3ccc4c(c3)OCO4)CC2)ccc1F	-0.1	-0.2	3.2	-1.4
CC12N=NCC1C(=O)N(c1cccc(Cl)c1)C2=O (stereo unspecified)	-0.1	-0.1	7.5	11.0
O=C1C(Cc2ccccc2)N=C2c3ccccc3N=C(SCc3cccc([N+](=O)[O-])c3)N12 (stereo unspecified)	-0.2	0.4	13.0	3.5
Cc1cc(C)c2oc(-c3cccc(NC(=S)NC(=O)c4cncc(Br)c4)c3)nc2c1	-0.1	-0.2	-1.3	-13.6
O=S(=O)(c1ccc(F)cc1)n1nnc2ccccc21	0.1	0.7	6.9	-1.4
CCN(CC)c1ccc(C(=O)NNC(=O)[C@@H](NC(N)=O)C(C)C)cc1	0.5	-1.6	-1.7	-0.2
CCC(C)(C(=O)NC1CCCCC1)N(C(=O)CC1NC(=O)NC1=O)c1ccc(C)cc1 (stereo unspecified)	-0.1	1.5	7.9	16.1
CCc1nnc2sc(-c3ccc(NC(=O)c4cccc([N+](=O)[O-])c4C)cc3)nn12	1.0	0.0	5.2	4.4
CCOC(=O)c1ccc(N2NC(=O)/C(=C/c3cccc(Br)c3)C2=O)cc1	0.1	1.0	-8.9	-3.6
CCCCN(C(=O)Cn1nc(C(=O)N2CCN(C)CC2)cc1C)c1ccccc1	0.1	0.8	13.4	-2.2
COC(=O)c1ccc(C(=O)OC)c(NC(=O)c2cnn3c(C(F)(F)F)cc(-c4ccc(OC)c(OC)c4)nc23)c1	0.2	0.3	27.5	3.5
O=S(=O)(c1cccs1)N(CC1CC1)C1CCN(CCc2ccccn2)CC1	0.0	0.0	6.6	1.8
COc1cccc(CN2CCNC(=O)C2CC(=O)NCCOC(C)C)c1 (stereo unspecified)	0.1	-1.1	-7.3	-6.1
O=c1oc(/C=C/c2ccco2)nc2sc3c(c12)CCCCC3	0.1	-1.1	-5.9	-3.8
CCCNC(=O)c1cc(-c2cccs2)on1	-0.1	-0.6	5.9	-132.6
CC1(C)CC(=O)C(C2C3=C(CC(C)(C)CC3=O)Oc3ccccc32)C(=O)C1 (stereo unspecified)	0.8&0.2	1.2&0.0	23.2&17.6	9.1
Nc1cc(OC(=O)c2c(F)cccc2Cl)nn1S(=O)(=O)c1ccccc1	0.0	-1.1	-13.1	-2.9
COc1cc(C2SCC(=O)N2CCc2ccccc2)cc(OC)c1OC (stereo unspecified)	-0.2	4.1	5.7	-2.4
CCN(CC)C(=O)CNC(=O)c1nn(-c2ccc(OC)c(OC)c2)c(=O)c2ccccc12	1.6	-2.4	7.5	6.0
CCn1c(Cc2ccc3c(c2)OCO3)nnc1SCC(=O)N(C(C)C)C(C)C	-0.1	1.3	-3.2	-1.0
COc1ccc(CCNC(=O)CSc2nc3ccccc3c(=O)n2CCCC(=O)NCCc2ccccc2)cc1OC	0.0	-0.1	1.1	0.8

Among those listed so far, seven have a nitro group on carbon.
SMILES	FBW7 activator	GPR151 ag	MITF inh	TEAD-YAP block
CC(=O)Oc1c([N+](=O)[O-])cc2c(c1C)CCCC2	-0.4	1.7	0.3	2.8
O=C(Oc1c(C(=O)Nc2ccc(Cl)c([N+](=O)[O-])c2)ccc2ccccc12)c1ccccc1	0.0	-2.4	9.0	-7.3
CCc1c(C)sc(NC(=O)c2noc(C(C)C)c2[N+](=O)[O-])c1C#N	-0.2	0.5	3.4	12.0
COc1cc([N+](=O)[O-])cc(/C=N/NC(=O)c2cc(-c3ccccc3)n[nH]2)c1O	0.2	-0.3	21.7	1.8
O=C(Nc1ccc(Br)c(Cl)c1)c1ccccc1[N+](=O)[O-]	0.0	0.4	9.4	-12.8
O=C1C(Cc2ccccc2)N=C2c3ccccc3N=C(SCc3cccc([N+](=O)[O-])c3)N12 (stereo unspecified)	-0.2	0.4	13.0	3.5
CCc1nnc2sc(-c3ccc(NC(=O)c4cccc([N+](=O)[O-])c4C)cc3)nn12	1.0	0.0	5.2	4.4
